Assay outcomes deposited in PubChem by several laboratories.
Tat export inh: blocks Tat-dependent protein export in E. coli | actives 0.036% (n = 340,000) | E. coli MC4100 TorA-mCherry Tat export, fluorescence | inhibition, % at 10 µM;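 active means mean replicate inhibition at least 50% and at least half of replicates individually reaching 50%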;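 further: exported cargo escapes ClpAP degradation while cytoplasmic cargo is degraded and loses fluorescence; 0% = median of neutral control wells and 100% = median of NaSCN control wells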
phage Ecoli inh: E. coli growth loss with phage present. AID 651602. growth absorbance. inhibition, % at 11.9 µM. actives 0.26% (n = 360,000); in the data active means inhibition above about 11%
MITF act: activators of MITF-driven TRPM1 promoter activity in SK-MEL-5 cells. SK-MEL-5 TRPM1-promoter luciferase, 24 h; % of positive control, neutral wells = 0. activation, % at 12.5 µM. actives 0.75% (n = 300,000);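 active means mean activation of at least 80% with every replicate also reaching 80%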;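 further: 0% = neutral control wells and 100% = parthenolide positive control wells; values of inactives mirror those of a sister screen read the other way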
SR-BI uptake up: SR-BI HDL lipid transfer activation; CHO ldlA[mSR-BI] cells, DiI-HDL uptake fluorescence, 3 h; 100 = double the neutral-control signal; activation, % at 12.5 µM; actives 0.096% (n = 320,000); AID 504775;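 active means mean replicate activation of at least 60% and every replicate at or above 60%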;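 further: 0% = median plate neutral-control signal and 100% = twice that signal; values of inactives mirror those of a sister screen read the other way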
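Test system: SR-BI-overexpressing, LDLR-lacking CHO cells. Measured by: DiI fluorescence, bottom read. Medium: Ham's F12 with 0.5% BSA, HEPES 25 mM, pH 7.4. Timing: 3 h uptake period with compound, 37 °C.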
AddAB inh: less growth of phage-infected E. coli with AddAB | E. coli expressing H. pylori AddAB, absorbance growth | inhibition, % at 11.9 µM | actives 0.29% (n = 330,000) | AID 435030; in the data active means inhibition above about 12%;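 further: 0% = vehicle wells of infected cells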
CAL PDZ FP-1: inhibitors of human CAL PDZ peptide binding | Q9HD26 | purified CAL PDZ, TMR-peptide fluorescence polarization, 1 h | inhibition, % at 20 µM | actives 0.02% (n = 330,000) | AID 504414;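 active means highest replicate inhibition of at least 40%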;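 further: plate controls were DMSO neutral control wells for no effect and unlabeled competitor peptide control wells for full effect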
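Assay system – tagged CAL PDZ protein CerCALP, purified · Timing – 1 h at RT · Compound – single point, 20 µM · Measured by – fluorescence polarization from S- and P-plane intensities, G-factor corrected · Evaluation – inhibition from polarization loss · Probe or stimulus – TMR reporter peptide T*-PRC34 · Buffer or medium – pH 7.4 phosphate-saline buffer, reducing agent, detergent, IgG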
Ecoli viability: bacterial growth inhibition, counter-screen for AddAB inhibitors; E. coli V3065 growth, OD600 absorbance, 18 h; inhibition, % at 11.9 µM; actives 0.27% (n = 330,000);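 active means inhibition above the campaign's mean inhibition across all tested compounds plus 3 SD, cut at about 9.9% in these data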;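 further: uninfected addAB+ strain grown without phage in ampicillin broth; 0% = DMSO wells and 100% = ciprofloxacin 0.95 µg/ml wells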
SR-BI HDL uptake: inhibitors of mouse SR-BI mediated HDL lipid uptake. actives 0.96% (n = 320,000). ldlA[mSR-BI] CHO cells, DiI-HDL uptake fluorescence, 3 h. inhibition, % at 12.5 µM. Q61009;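 active means mean replicate inhibition of at least 70% and a set share of replicates each scoring 70 or more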;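 further: 0% = median of neutral control wells and 100% = median of positive control wells; values of inactives mirror those of a sister screen read the other way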
Target sequence (Q61009 whole entry, looked up): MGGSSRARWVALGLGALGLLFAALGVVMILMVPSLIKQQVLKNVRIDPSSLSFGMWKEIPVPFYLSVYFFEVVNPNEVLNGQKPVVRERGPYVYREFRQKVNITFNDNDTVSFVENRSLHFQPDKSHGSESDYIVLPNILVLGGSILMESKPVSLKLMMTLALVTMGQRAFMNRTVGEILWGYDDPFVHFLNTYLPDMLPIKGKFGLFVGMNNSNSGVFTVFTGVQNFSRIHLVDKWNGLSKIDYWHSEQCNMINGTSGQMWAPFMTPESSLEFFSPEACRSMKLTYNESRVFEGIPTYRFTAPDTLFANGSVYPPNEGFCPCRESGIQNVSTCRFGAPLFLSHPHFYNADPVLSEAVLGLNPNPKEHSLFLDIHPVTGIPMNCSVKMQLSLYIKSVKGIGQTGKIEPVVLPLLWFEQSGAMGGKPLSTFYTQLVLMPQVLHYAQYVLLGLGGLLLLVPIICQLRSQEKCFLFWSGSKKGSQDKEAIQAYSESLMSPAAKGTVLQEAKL
CAL PDZ FP-2: CAL PDZ (human) peptide binding inhibition; inhibition, % at 24.9 µM; Q9HD26; actives 0.92% (n = 300,000); purified CAL PDZ, TMR-peptide fluorescence polarization, 1 h; AID 602252;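 active means mean inhibition of at least 30% with at least half of replicates also reaching 30%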;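 further: 0% = DMSO neutral control and 100% = excess unlabeled competitor peptide PRC23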
Wnt act: activators of Wnt/beta-catenin signaling; activation, % at 9.35 µM; actives 1.2% (n = 300,000); Wnt/beta-catenin reporter cell assay, activator, plate reader; in the data active means activation above about 30%, passing the limit was not always enough;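 further: 0% = neutral control wells and 100% = positive control wells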
Active calls of the source: *. No enrichment for hits (roughly 3.6% active in at least one column).

Cc1ccc(Cn2c(=O)n(C)c(=O)c3sccc32)cc1 was read as Tat export inh -20, phage Ecoli inh 4.4, SR-BI uptake up -17, AddAB inh 2.0, CAL PDZ FP-1 -0.1, Ecoli viability -2.9, SR-BI HDL uptake 17, CAL PDZ FP-2 3 and Wnt act -1.
`N#Cc1ccc(/C=N/NC(=O)CCc2ccc(S(=O)(=O)N3CCOCC3)cc2)cc1` gave Tat export inh -5, phage Ecoli inh 1.0, MITF act 1, SR-BI uptake up 2, AddAB inh 1.8, CAL PDZ FP-1 -2.6, Ecoli viability 1.1, SR-BI HDL uptake -2 and CAL PDZ FP-2 -2.
For COc1ccc2[nH]c(C(=O)O)c(NS(=O)(=O)c3ccc(Cl)s3)c2c1 the results were Tat export inh -13, phage Ecoli inh 3.1, MITF act -7, SR-BI uptake up 2, AddAB inh 2.2, CAL PDZ FP-1 -1.2, Ecoli viability -1.9, SR-BI HDL uptake -2, CAL PDZ FP-2 -1 and Wnt act 3.
Screening CCC[C@@H](CN1CCC[C@H]1CN1C(N)=NC[C@H]1CC(C)C)N1C[C@@H]([C@H](C)CC)N(CCCC2CCCC2)C1=N returned Tat export inh -1, phage Ecoli inh 4.2, MITF act 8, SR-BI uptake up -2, AddAB inh 3.0, CAL PDZ FP-1 -0.4, Ecoli viability 4.8, SR-BI HDL uptake 2, CAL PDZ FP-2 0 and Wnt act 2.
O=c1cc(CSc2nnc(Nc3ccccc3F)s2)nc2sccn12 was read as Tat export inh -4, phage Ecoli inh 4.0, MITF act 6, SR-BI uptake up 3, AddAB inh -1.4, CAL PDZ FP-1 -0.5, Ecoli viability -2.4, SR-BI HDL uptake -3, CAL PDZ FP-2 1 and Wnt act 2.
`CC(c1cccs1)N(Cc1ccco1)C(=O)Nc1ccc(Cl)c(Cl)c1` (stereo not drawn) gave Tat export inh 13, phage Ecoli inh 2.0, MITF act 9, SR-BI uptake up -20, AddAB inh 1.3, CAL PDZ FP-1 -2.1, Ecoli viability 1.9 and SR-BI HDL uptake 20.
For COc1cc(N)n(S(=O)(=O)c2ccc(C)cc2)n1 the results were Tat export inh 3, phage Ecoli inh 3.4, MITF act 0, SR-BI uptake up 3, AddAB inh 1.9, CAL PDZ FP-1 -0.4, Ecoli viability -0.7, SR-BI HDL uptake -3, CAL PDZ FP-2 -3 and Wnt act -2.
CCN(CC)c1ccc(NC(=O)CN2C(=O)CC(C)(C)S(=O)(=O)c3ccccc32)c(C)c1 was read as Tat export inh 5, phage Ecoli inh 3.5, MITF act -4, SR-BI uptake up 4, AddAB inh 3.6, CAL PDZ FP-1 -0.4, Ecoli viability 1.6, SR-BI HDL uptake -4, CAL PDZ FP-2 -6 and Wnt act -3.
`CCc1ccc(CN(C)C(=O)CCc2nnc(Cc3cccc(C)c3)o2)nc1` gave Tat export inh 3, phage Ecoli inh 1.8, MITF act -3, SR-BI uptake up -36, AddAB inh -1.4, CAL PDZ FP-1 -4.8, Ecoli viability 1.1, SR-BI HDL uptake 36 and Wnt act -1.
CSCCC(NC(=O)c1ccccc1)C(=O)OCC(=O)Nc1ccc(C)c(Cl)c1 (stereo not drawn) was read as Tat export inh 10, phage Ecoli inh -0.6, SR-BI uptake up -4, AddAB inh 0.8, CAL PDZ FP-1 -1.1, Ecoli viability 1.5, SR-BI HDL uptake 4, CAL PDZ FP-2 -2 and Wnt act -6.
For CCOC(=O)c1ccc(N2C(=O)CC(N3CCN(Cc4ccccc4)CC3)C2=O)cc1 (stereo not drawn) the results were Tat export inh 14, phage Ecoli inh 3.6, MITF act -3, SR-BI uptake up 4, AddAB inh 0.1, Ecoli viability 3.7, SR-BI HDL uptake -4 and CAL PDZ FP-2 -3.
For Cc1ccc(C)c(OCC(=O)NCCN(C)C)c1 the results were Tat export inh -7, phage Ecoli inh -0.1, MITF act -13, SR-BI uptake up 7, AddAB inh 2.7, CAL PDZ FP-1 -0.4, Ecoli viability -1.1, SR-BI HDL uptake -7, CAL PDZ FP-2 1 and Wnt act -1.
For Cc1ccsc1C(=O)OCC(=O)NCCc1ccccc1 the results were Tat export inh 4, phage Ecoli inh 0.0, MITF act 57, SR-BI uptake up -4, AddAB inh 0.2, CAL PDZ FP-1 -1.0, Ecoli viability 0.9, SR-BI HDL uptake 4, CAL PDZ FP-2 -9 and Wnt act 11.
For N#CC1=C(SCC(=O)Nc2ccc(C(=O)O)cc2)NC(=O)CC1c1ccco1 (stereo not drawn) the results were Tat export inh 6, phage Ecoli inh -1.4, MITF act -11, AddAB inh -1.5, CAL PDZ FP-1 0.5, Ecoli viability -0.9, CAL PDZ FP-2 12 and Wnt act 1.
Screening CCCCN(C)C(=O)c1cccc(OC2CCN(CC(C)(C)C)CC2)c1 returned Tat export inh 1, phage Ecoli inh 2.5, SR-BI uptake up 8, AddAB inh -0.8, CAL PDZ FP-1 -0.3, Ecoli viability 1.2, SR-BI HDL uptake -8, CAL PDZ FP-2 -5 and Wnt act -1.
For CCc1ccc(N2CC(C(=O)Nc3cccc(S(=O)(=O)N4CCCC4)c3)CC2=O)cc1 (stereo not drawn) the results were Tat export inh 0, phage Ecoli inh 1.2, MITF act -15, SR-BI uptake up -15, AddAB inh -2.0, CAL PDZ FP-1 -2.0, Ecoli viability 0.7, SR-BI HDL uptake 15 and Wnt act -4.
For Cc1nn2c(=O)cc(COC(=O)c3ccc(NC(=O)C(C)(C)C)cc3)nc2s1 the results were Tat export inh -3, phage Ecoli inh 1.6, MITF act -4, SR-BI uptake up 22, AddAB inh -0.9, CAL PDZ FP-1 -2.9, Ecoli viability 3.7, SR-BI HDL uptake -22, CAL PDZ FP-2 -2 and Wnt act -3.
`Cc1cc(C)n(-c2c(F)c(F)c(CO)c(F)c2F)n1` gave Tat export inh 5, phage Ecoli inh 0.9, MITF act 12, SR-BI uptake up -3, AddAB inh 0.1, CAL PDZ FP-1 -3.2, Ecoli viability -2.5, SR-BI HDL uptake 3, CAL PDZ FP-2 -6 and Wnt act -6.
For C=CCSc1nnc(NC(=O)C2CC(=O)N(c3ccc4c(c3)OCCO4)C2)s1 (stereo not drawn) the results were Tat export inh -2, phage Ecoli inh 2.0, SR-BI uptake up -5, AddAB inh -0.5, CAL PDZ FP-1 -0.6, Ecoli viability -1.2, SR-BI HDL uptake 5, CAL PDZ FP-2 -3 and Wnt act -5.
Cc1ccc(CNC(=S)Nc2ccc(C)c([N+](=O)[O-])c2)cc1 was read as Tat export inh 8, phage Ecoli inh 5.1, MITF act -2, SR-BI uptake up 20, AddAB inh 3.1, CAL PDZ FP-1 -0.6, Ecoli viability 0.6, SR-BI HDL uptake -20, CAL PDZ FP-2 10 and Wnt act -5.
For O=C(c1ccc(Cl)cc1[N+](=O)[O-])N1CCN(c2ccccn2)CC1 the results were Tat export inh -6, phage Ecoli inh 4.3, MITF act 2, SR-BI uptake up 48, AddAB inh -0.7, CAL PDZ FP-1 -2.1, Ecoli viability -1.8, SR-BI HDL uptake -48, CAL PDZ FP-2 -1 and Wnt act -5.
`COc1ccc(C(=O)C(OC(=O)c2ccccc2)c2ccccc2)cc1` (stereo not drawn) gave Tat export inh 1, phage Ecoli inh 1.6, SR-BI uptake up 34, AddAB inh 0.5, CAL PDZ FP-1 12, Ecoli viability 0.1, SR-BI HDL uptake -34, CAL PDZ FP-2 8 and Wnt act 26.
Cc1ccc(C)c(NC(=O)CSc2nnc(CNC(=O)c3ccco3)o2)c1 was read as Tat export inh 1, phage Ecoli inh 2.0, MITF act -2, SR-BI uptake up 1, AddAB inh 3.7, CAL PDZ FP-1 -1.6, Ecoli viability -1.8, SR-BI HDL uptake -1, CAL PDZ FP-2 0 and Wnt act -3.
Cn1c(=O)c2[nH]c(N=Nc3ccc(N)cc3N)nc2n(C)c1=O was read as Tat export inh 13, phage Ecoli inh 4.5, SR-BI uptake up 14, AddAB inh 2.2, CAL PDZ FP-1 0.1, Ecoli viability -1.4, SR-BI HDL uptake -14, CAL PDZ FP-2 6 and Wnt act -1.
For COc1ccccc1-c1cn[nH]c1-c1ccc(OCC(=O)NN)cc1O the results were Tat export inh 1, phage Ecoli inh 2.0, MITF act -10, AddAB inh 1.7, CAL PDZ FP-1 -0.3, Ecoli viability 2.9, CAL PDZ FP-2 -3 and Wnt act -3.
Screening N#C/C(=C\c1ccccc1[N+](=O)[O-])C(=O)NC1CCCCC1 returned Tat export inh -13, phage Ecoli inh 2.1, MITF act 7, SR-BI uptake up -20, AddAB inh 3.1, CAL PDZ FP-1 -0.8, Ecoli viability 1.4, SR-BI HDL uptake 20 and Wnt act -5.
For COc1ccc(CCN2C(=O)CC(N3CCN(S(=O)(=O)c4ccccc4)CC3)C2=O)cc1OC (stereo not drawn) the results were Tat export inh -2, phage Ecoli inh 2.6, MITF act -2, SR-BI uptake up 9, AddAB inh -0.1, CAL PDZ FP-1 -3.1, Ecoli viability -0.3, SR-BI HDL uptake -9, CAL PDZ FP-2 2 and Wnt act 0.
Screening COc1ccc(C(=O)OCC(=O)NC2CCCCCCC2)cc1OC returned Tat export inh -2, phage Ecoli inh 2.7, SR-BI uptake up 8, AddAB inh 2.7, CAL PDZ FP-1 0.1, Ecoli viability 0.1, SR-BI HDL uptake -8, CAL PDZ FP-2 -1 and Wnt act -2.
CC(SC1=NCCS1)C(=O)Nc1nnc(-c2ccc(Cl)cc2)s1 (stereo not drawn) was read as Tat export inh -1, phage Ecoli inh 2.1, MITF act 46, SR-BI uptake up -5, AddAB inh 0.5, CAL PDZ FP-1 -1.9, Ecoli viability 0.3, SR-BI HDL uptake 5 and Wnt act 6.
O=C(O)CC1(CC(=O)Nc2ccc3ccccc3n2)CCCCC1 was read as Tat export inh 2, phage Ecoli inh -1.0, SR-BI uptake up 5, AddAB inh 2.8, CAL PDZ FP-1 -4.3, Ecoli viability 2.5, SR-BI HDL uptake -5 and Wnt act 19.
Screening Cc1nnsc1-c1c(C(=O)N2CCOCC2)c(C)nn1-c1ccccc1 returned Tat export inh 2, phage Ecoli inh 0.7, MITF act -11, SR-BI uptake up 4, AddAB inh 0.1, CAL PDZ FP-1 0.3, Ecoli viability -0.9, SR-BI HDL uptake -4, CAL PDZ FP-2 -2 and Wnt act 12.

Structural class: the compounds so far containing a tert-butyl group (two)
Screening CCCCN(C)C(=O)c1cccc(OC2CCN(CC(C)(C)C)CC2)c1 returned Tat export inh 1, phage Ecoli inh 2.5, SR-BI uptake up 8, AddAB inh -0.8, CAL PDZ FP-1 -0.3, Ecoli viability 1.2, SR-BI HDL uptake -8, CAL PDZ FP-2 -5 and Wnt act -1.
For Cc1nn2c(=O)cc(COC(=O)c3ccc(NC(=O)C(C)(C)C)cc3)nc2s1 the results were Tat export inh -3, phage Ecoli inh 1.6, MITF act -4, SR-BI uptake up 22, AddAB inh -0.9, CAL PDZ FP-1 -2.9, Ecoli viability 3.7, SR-BI HDL uptake -22, CAL PDZ FP-2 -2 and Wnt act -3.
